GRK2 inh: compounds blocking aptamer binding on GRK2 – biochemical, human GRK2, bead flow cytometry, HTS, primary screen; AID 488847, 2010; FAM-aptamer displacement from GRK2; inhibition of aptamer binding, % at 10 µM; 330,000 compounds, 0.59% hits; Beta-adrenergic receptor kinase 1 (Homo sapiens), P25098;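 active = inhibition of aptamer binding above 40%, roughly 3 SD of noise, on plates passing a quality check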;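 also: median bead fluorescence of bound FAM aptamer so fluorescent compounds give negative values; no value below 0 was filed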
CIT2 TOR yeast: modulators of CIT2-GFP expression in yeast, primary screen, S. cerevisiae, GFP fusion, multiplex flow cytometry, MLPCN library; GFP response vs DMSO, % at 10 µM; 320,000 compounds, 0.065% hits; S. cerevisiae CIT2-GFP strain, 3 h; 100 means same as DMSO wells;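 active = GFP response relative to DMSO above a set limit, near the screen mean plus 3 SD, cut at about 150% in these data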;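 also: ratio of well median GFP fluorescence to mean of DMSO wells on the plate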
MCL1-BIM inh: inhibitors of MCL1 binding to BIM-BH3, primary screen, biochemical, fluorescence polarization; Induced myeloid leukemia cell differentiation protein Mcl-1 (Homo sapiens), Q07820; GST-MCL1 / FITC-Bim-BH3 fluorescence polarization; inhibition, % at 10.9 µM; 320,000 compounds, 0.68% hits; AID 2057, 2009;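 active = inhibition above the mean inhibition of all tested compounds plus 3 SD, set per campaign, cut at about 40% in these data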;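 also: 0% = DMSO wells and 100% = unlabeled Bim-BH3 peptide control; higher means more loss of mP so more displacement of Bim peptide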
Target sequence (Q07820 whole entry, looked up): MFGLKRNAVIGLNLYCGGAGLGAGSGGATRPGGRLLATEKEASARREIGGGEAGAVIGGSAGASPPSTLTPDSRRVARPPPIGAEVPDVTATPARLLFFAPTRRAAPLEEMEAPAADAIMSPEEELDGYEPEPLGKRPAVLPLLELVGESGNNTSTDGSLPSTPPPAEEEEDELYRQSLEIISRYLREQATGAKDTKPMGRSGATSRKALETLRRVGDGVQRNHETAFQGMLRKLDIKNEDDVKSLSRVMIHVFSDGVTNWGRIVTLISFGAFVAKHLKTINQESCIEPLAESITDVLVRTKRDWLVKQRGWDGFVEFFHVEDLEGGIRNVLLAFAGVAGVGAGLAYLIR
MEX-5 binding: MEX-5 zinc finger RNA-binding disruptors – biochemical, C. elegans, fluorescence polarization, MLPCN library, primary screen | MEX-5/FITC-TCR2 RNA binding; active compounds read low | 300,000 compounds, 0.38% hits | activity score (negative = inhibition of binding), % at 10 µM | AID 1832, 2009 | Zinc finger protein mex-5 (Caenorhabditis elegans), Q9XUB2;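 active = inhibition past about -25% in most replicates, and total fluorescence under double the plate's negative control median, limit read from the data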;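 also: 0% = DMSO and -100% = 5 µM competing unlabeled TCR2 RNA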
AGP1-GFP MLPCN: modulators of AGP1-GFP expression in yeast TOR pathway, primary screen, cell-based, multiplex flow cytometry, S. cerevisiae, MLPCN library | AID 2066, 2009 | GFP response vs DMSO, % at 10 µM | 320,000 compounds, 0.02% hits | 3 h; GFP as percent of DMSO wells;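 active = GFP response relative to DMSO above a set limit, near screen average plus 3 SD, cut at about 150% in these data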;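 also: median GFP channel fluorescence of the gated AGP1 strain per well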
Yeast superoxide: reduction of superoxide in aged yeast, primary screen, HTS. superoxide response (% of plate mean), % at 10 µM. 330,000 compounds, 0.18% hits. S. cerevisiae aged cells, superoxide DHE fluorescence; active compounds read low;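 active = superoxide response under a set limit, about three screen SD below normal, cut at about 65% in these data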;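 also: yeast aged for seven days with compound at 30 °C before DHE staining; 100% = average MFI of all compound-treated wells on the plate with controls excluded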
GLD-1 RNA inh: GLD-1/TGE RNA complex disruptors, primary screen, biochemical, fluorescence polarization; Female germline-specific tumor suppressor gld-1 (Caenorhabditis elegans), Q17339; purified GLD-1 + fluorescein TGE RNA; inhibition, % at 5.96 µM; 320,000 compounds, 0.44% hits; AID 2280, 2010;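 active = percent inhibition above a per-plate cutoff, the plate mean of test compounds plus 3 SD, cut at about 30% in these data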;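 also: 0% = DMSO wells with GLD-1 and probe and 100% = wells lacking GLD-1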
Target sequence (Q17339 whole entry, looked up): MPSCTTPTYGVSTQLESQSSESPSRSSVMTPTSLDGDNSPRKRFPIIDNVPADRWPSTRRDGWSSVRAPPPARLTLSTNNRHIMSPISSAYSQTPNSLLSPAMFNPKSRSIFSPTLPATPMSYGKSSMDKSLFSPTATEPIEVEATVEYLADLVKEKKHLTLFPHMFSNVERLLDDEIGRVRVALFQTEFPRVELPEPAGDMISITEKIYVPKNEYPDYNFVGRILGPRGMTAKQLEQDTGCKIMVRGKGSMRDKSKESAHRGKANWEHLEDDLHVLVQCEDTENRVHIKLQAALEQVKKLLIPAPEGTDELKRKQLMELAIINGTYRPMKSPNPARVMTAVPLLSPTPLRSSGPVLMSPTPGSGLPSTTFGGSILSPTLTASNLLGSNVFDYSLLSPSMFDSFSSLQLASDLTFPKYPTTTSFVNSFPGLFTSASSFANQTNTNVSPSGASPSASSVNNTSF
BCLXL inh: inhibitors of human Bcl-xL, primary screen, biochemical, fluorescence polarization, HTS; 320,000 compounds, 0.7% hits; AID 2129, 2009; GST-Bcl-xL / FITC-Bim BH3 peptide fluorescence polarization; Bcl-2-like protein 1 (Homo sapiens), Q07817; inhibition, % at 10.9 µM;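 active = inhibition above the mean of all tested compounds plus 3 SD, cutoff set per campaign, cut at about 30% in these data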;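 also: 0% = DMSO wells and 100% = unlabeled Bim-BH3 peptide competitor; inhibitors lower millipolarization by displacing the labeled peptide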
Target sequence (Q07817 whole entry, looked up): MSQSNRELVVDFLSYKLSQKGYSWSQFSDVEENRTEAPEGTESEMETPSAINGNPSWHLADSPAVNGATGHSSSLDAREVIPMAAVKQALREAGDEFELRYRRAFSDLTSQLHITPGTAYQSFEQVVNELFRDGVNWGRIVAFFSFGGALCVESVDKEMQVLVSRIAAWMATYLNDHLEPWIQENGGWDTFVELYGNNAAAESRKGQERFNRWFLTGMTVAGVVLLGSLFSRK
VLA-4 inh: inhibition in human VLA-4 binding assay, primary screen, VLA-4 allosteric modulator project, MLPCN library, flow cytometry, VLA-4 expressing cells | Integrin alpha-4 (Homo sapiens), P13612 | ligand binding flow cytometry | inhibition, % (about 7 µM as worked out from the volumes in the protocol) | 330,000 compounds, 0.2% hits; in the data active = inhibition above about 50%
Starred values were filed as active, the others as inactive; x = not tested or not shown.

Key to letters – A = GRK2 inh; B = CIT2 TOR yeast; C = MCL1-BIM inh; D = MEX-5 binding; E = AGP1-GFP MLPCN; F = Yeast superoxide; G = GLD-1 RNA inh; H = BCLXL inh; I = VLA-4 inh
1	CCC(C)NC(=O)Cn1nc(C(F)(F)F)c2c1CCCC2 (stereo not given)
  A: 1 | B: 93 | C: 8 | D: 0.1 | E: 95 | F: 97 | G: -1 | H: 4 | I: 7
2	CCOc1ccc2nc(N3CCCC(C(=O)N4CCN(CC)CC4)C3)sc2c1 (stereo not given)
  A: 0 | B: 111 | C: 14 | D: -0.5 | E: 105 | F: 95 | G: 0 | H: 4 | I: -18
3	CC(C)Oc1ccc(C(CC(=O)O)NC(=O)c2cccs2)cc1 (stereo not given)
  A: 1 | B: 108 | C: -1 | D: -1.8 | E: 113 | F: 85 | G: 5 | H: 0 | I: 8
4	CCS(=O)(=O)Nc1cccc(C(=O)CC2(O)C(=O)Nc3ccccc32)c1 (stereo not given)
  A: 0 | B: 104 | C: -3 | D: -0.8 | E: 106 | F: 102 | G: -2 | H: 0 | I: 2
5	CCn1cc(C(=O)N2CCN(c3ccc([N+](=O)[O-])cc3)CC2)c(=O)c2ccc(C)nc21
  A: 8 | B: 98 | C: -4 | D: 0.7 | E: 106 | F: 108 | G: -2 | H: -2 | I: 44
6	O=c1c(C(c2ccc(Cl)cc2)c2c(O)nc3n(c2=O)CCS3)c(O)nc2n1CCS2
  A: 4 | B: 93 | C: 18 | D: -5.2 | E: 98 | F: 103 | G: -6 | H: 15 | I: 8
7	COc1cc(OC)cc(-c2nnc(SCc3cccc(C(=O)O)c3)o2)c1
  A: 0 | B: 99 | C: -19 | D: -2.1 | E: 83 | F: 109 | G: 3 | H: -16 | I: -6
8	CCN(c1cccc(C)c1)S(=O)(=O)c1ccc2c(c1)oc(=O)n2C
  A: 0 | B: 106 | C: -3 | D: -0.7 | E: 97 | F: 135 | G: 3 | H: 4 | I: -16
9	Cc1ccccc1NC(=S)N(Cc1cccs1)C1CCCCC1
  A: 3 | B: 107 | C: 1 | D: -3.1 | E: 106 | F: 81 | G: -7 | H: 4 | I: -7
10	COCCCNC(=O)Cn1cnc2sc(C)c(S(=O)(=O)N3CCN(c4ncccn4)CC3)c2c1=O
  A: 1 | B: 116 | C: 6 | D: -1.9 | E: 97 | F: 96 | G: 5 | H: 3 | I: -3
11	CN(CCC#N)C(=O)COC(=O)C1c2ccccc2Oc2ccccc21
  A: 4 | B: 95 | C: -1 | D: -1.6 | E: 103 | F: 97 | G: 2 | H: 4 | I: 0
12	Cc1nn2c(N3CCN(C)CC3)c3c(nc2c1-c1ccccc1)CCCC3
  A: 0 | B: 104 | C: 0 | D: 0.6 | E: 102 | F: 121 | G: 2 | H: 7 | I: -12
13	O=C(Nc1ccc(F)cc1)c1cccc(N2C(=O)c3ccccc3C2=O)c1
  A: 0 | B: 99 | C: -5 | D: 3.3 | E: 100 | F: 97 | G: -7 | H: -3 | I: -4
14	CN(Cc1ccccc1)C(=O)COC(=O)C1CCN(S(=O)(=O)c2ccc3c(c2)OCCO3)CC1
  A: 0 | B: 90 | C: -7 | D: -0.5 | E: 107 | F: 108 | G: -5 | H: -3 | I: 23
15	CCOc1ccc(N2C(=O)c3cccnc3C2Nc2ccc(Cl)cc2)cc1 (stereo not given)
  A: 0 | B: 99 | C: 4 | D: -1.1 | E: 94 | F: 81 | G: -1 | H: 1 | I: -2
16	O=C1N/C(=C/c2ccsc2)C(=O)N1c1ccccc1
  A: 0 | B: 105 | C: 3 | D: -2.5 | E: 94 | F: 85 | G: 6 | H: 8 | I: -6
17	CC(=O)c1cccc(NC(=S)NC(=O)Cc2ccccc2)c1
  A: 2 | B: 107 | C: -2 | D: 0.2 | E: 103 | F: 90 | G: 0 | H: 4 | I: 3
18	CC1CCCC(C)N1CCCNC(=O)C(=O)Nc1ccc2nc3n(c(=O)c2c1)CCCCC3 (stereo not given)
  A: 0 | B: 96 | C: 3 | D: -1.4 | E: 101 | F: 108 | G: 0 | H: -1 | I: 4
19	CCC[C@@H]1C[C@@]1(CCC)[C@@H](NP(=O)(c1ccccc1)c1ccccc1)c1ccc(C(=O)OC)cc1
  A: 1 | B: 85 | C: 6 | D: -2.8 | E: 88 | F: 100 | G: 5 | H: 4 | I: 3
20	CCCC1C(=O)Nc2ccccc2N1C(=O)c1ccc(C(C)(C)C)cc1 (stereo not given)
  A: 2 | B: 102 | C: 6 | D: 2.3 | E: 97 | F: 101 | G: 4 | H: 3 | I: 17
21	O=C(CN1C(=O)CSC1=O)Nc1ccc(F)c(F)c1F
  A: 1 | B: 103 | C: 3 | D: -3.2 | E: 104 | F: 104 | G: 1 | H: 10 | I: 24
22	Cc1ccc2c(c1)C(O)(c1c(C)[nH]c3ccccc13)C(=O)N2 (stereo not given)
  A: 0 | B: 108 | C: -7 | D: -2.6 | E: 107 | F: 92 | G: 4 | H: 1 | I: -19
23	Cc1ccccc1Cn1nnc(-c2ccc3c(c2)OCO3)n1
  A: 0 | B: 85 | C: 0 | D: -2.1 | E: 85 | F: 86 | G: -1 | H: 2 | I: 13
24	CSc1ccc(C2c3[nH]c4ccccc4c3CCN2C(=O)c2ccnn2C)cc1 (stereo not given)
  A: 10 | B: 102 | C: 3 | D: 0.1 | E: 99 | F: 84 | G: -3 | H: 4 | I: -26
25	CSc1cc(-c2ccc(Cl)cc2)[nH]c(=O)c1C#N
  A: 0 | B: 104 | C: 11 | D: 1.4 | E: 99 | F: 96 | G: -6 | H: 4 | I: 14
26	O=C(NCCc1c[nH]c2ccccc12)C(=O)NCC1OCCCN1S(=O)(=O)c1cc(F)ccc1F (stereo not given)
  A: 0 | B: 91 | C: -9 | D: -0.9 | E: 93 | F: 99 | G: -2 | H: 2 | I: 33
27	CCCOC1OC(=O)c2c1ccc(OC)c2OC (stereo not given)
  A: 0 | B: 103 | C: -3 | D: -0.3 | E: 100 | F: 123 | G: -3 | H: 5 | I: 6
28	COc1cc2ccccc2cc1C(=O)N1CCN(C)CC1
  A: 4 | B: 104 | C: -5 | D: 2.6 | E: 101 | F: 93 | G: 9 | H: 0 | I: 8
29	CC1CCCCN1C(=O)C(Cc1ccccc1)N1C(=O)C2CCCCC2C1=O (stereo not given)
  A: 1 | B: 112 | C: -2 | D: -2.6 | E: 91 | F: 106 | G: 5 | H: 0 | I: 28
30	CCC(=O)N(Cc1ccco1)C1CC(=O)N(c2ccccc2)C1=O (stereo not given)
  A: 10 | B: 94 | C: -2 | D: -1.6 | E: 90 | F: 98 | G: 9 | H: 5 | I: -3
31	Cc1ccc2c(c1)COc1c3ccc(C(=O)N4CCOCC4)cc3nn1-2
  A: 1 | B: 80 | C: 0 | D: 0.3 | E: 91 | F: 98 | G: 4 | H: -1 | I: 17
32	COc1ccc(C(=O)N2CCC(C(=O)N3CCN(c4ccccc4)CC3)CC2)cc1
  A: 0 | B: 100 | C: 6 | D: 4.1 | E: 96 | F: 110 | G: 1 | H: 4 | I: -2
33	CC(CN1CCCCC1)OC(=O)c1ccccc1F (stereo not given)
  A: 1 | B: 93 | C: 1 | D: -4.0 | E: 91 | F: 102 | G: 1 | H: 0 | I: 17
34	Cc1ccc2cc(CCNC(=O)CCCc3ccccc3)c(=O)[nH]c2c1C
  A: 0 | B: 111 | C: 1 | D: 0.9 | E: 109 | F: 107 | G: 7 | H: 7 | I: -7
35	NC(=O)[C@@H]1CCCNc2c(F)cc([N+](=O)[O-])cc2C(=O)N[C@@H](CO)C(=O)N[C@@H](Cc2ccc(O)cc2)C(=O)N1
  A: 1 | B: 118 | C: 7 | D: -1.4 | E: 93 | F: 109 | G: 3 | H: 6 | I: 0
36	O=C(c1ccc(Cn2c(=S)[nH]c3cc4c(cc3c2=O)OCO4)cc1)N1CCN(c2ccccc2)CC1
  A: 3 | B: 120 | C: -4 | D: 1.2 | E: 113 | F: 95 | G: 5 | H: -2 | I: 10
37	CC(C)N(C(=S)NC1CCCCC1)c1ccccc1
  A: 5 | B: 93 | C: 1 | D: 0.4 | E: 94 | F: 90 | G: 9 | H: 9 | I: 4
38	Fc1ccccc1Nc1nc(NCc2ccco2)nc(N2CCOCC2)n1
  A: 2 | B: 97 | C: 3 | D: 0.6 | E: 89 | F: 91 | G: 6 | H: 0 | I: 7
39	COCCCNCCOc1ccccc1-c1ccccc1
  A: 0 | B: 118 | C: 0 | D: 1.2 | E: 97 | F: 101 | G: -14 | H: 1 | I: 4
40	C/C(=N/NS(=O)(=O)c1ccc(Cl)cc1)c1cccc(NC(=O)c2ccncc2)c1
  A: 0 | B: 113 | C: 4 | D: 1.6 | E: 112 | F: 107 | G: 3 | H: 3 | I: -13
41	CCOc1ccc(C(=O)OCC(=O)Nc2ccc3c(c2)OCCO3)cc1OC
  A: 0 | B: 94 | C: -4 | D: x | E: 88 | F: 92 | G: 4 | H: -1 | I: 14
42	c1ccc2cc(Cn3ccnc3)ccc2c1
  A: 0 | B: 102 | C: 4 | D: 2.8 | E: 97 | F: 105 | G: 6 | H: -1 | I: 6
43	O=C(Nc1cc2ccccc2oc1=O)C1CCCCC1
  A: 0 | B: 86 | C: 10 | D: 2.2 | E: 90 | F: 117 | G: 11 | H: 5 | I: 8
44	CCOC(=O)N1CCN(C(=O)c2ccc3nc4ccsc4c(=O)n3c2)CC1
  A: 1 | B: 101 | C: 3 | D: -0.5 | E: 104 | F: 99 | G: 5 | H: 2 | I: -31
45	COC(=O)c1ccccc1NC(=O)Cn1ccnc1
  A: 0 | B: 96 | C: 1 | D: 0.5 | E: 103 | F: 94 | G: 6 | H: -1 | I: 13
46	CCN(CC)S(=O)(=O)c1ccc(N2CCCC2)c(C(=O)OCC(=O)N2CCCC2)c1
  A: 2 | B: 100 | C: 2 | D: -1.3 | E: 103 | F: 114 | G: 5 | H: 2 | I: 11
47	O=S(=O)(c1ccc2c(c1)N(Cc1ccc(Cl)cc1)C1CCCN21)N1CCOCC1 (stereo not given)
  A: 0 | B: 85 | C: 1 | D: 3.2 | E: 88 | F: 97 | G: -2 | H: 1 | I: -12

Entries of single compounds, quoted from the list. Order of screens: GRK2 inh, CIT2 TOR yeast, MCL1-BIM inh, MEX-5 binding, AGP1-GFP MLPCN, Yeast superoxide, GLD-1 RNA inh, BCLXL inh, VLA-4 inh
CN(CCC#N)C(=O)COC(=O)C1c2ccccc2Oc2ccccc21 reads 4, 95, -1, -1.6, 103, 97, 2, 4, 0
CC(=O)c1cccc(NC(=S)NC(=O)Cc2ccccc2)c1 reads 2, 107, -2, 0.2, 103, 90, 0, 4, 3
CCCOC1OC(=O)c2c1ccc(OC)c2OC (stereo not given) reads 0, 103, -3, -0.3, 100, 123, -3, 5, 6

Source: PubChem (several laboratories)
